Source: PubChem (Sanford-Burnham Center for Chemical Genomics)
CCR6 antagonist = blocks CCL20-driven beta-arrestin recruitment at human CCR6. 340,000 compounds, 0.49% hits. CHO-K1 CCR6 PathHunter beta-arrestin, luminescence, CCL20-stimulated. inhibition, % at 20 µM;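 active = compounds whose inhibition of the agonist-driven luminescence signal at 20 µM reaches about 50%, limit read from the data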;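 note: cells stimulated with CCL20 at 14 nM final; plate controls were DMSO with CCL20 for no effect and DMSO without agonist for full effect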
Target sequence (P51684 whole entry, looked up): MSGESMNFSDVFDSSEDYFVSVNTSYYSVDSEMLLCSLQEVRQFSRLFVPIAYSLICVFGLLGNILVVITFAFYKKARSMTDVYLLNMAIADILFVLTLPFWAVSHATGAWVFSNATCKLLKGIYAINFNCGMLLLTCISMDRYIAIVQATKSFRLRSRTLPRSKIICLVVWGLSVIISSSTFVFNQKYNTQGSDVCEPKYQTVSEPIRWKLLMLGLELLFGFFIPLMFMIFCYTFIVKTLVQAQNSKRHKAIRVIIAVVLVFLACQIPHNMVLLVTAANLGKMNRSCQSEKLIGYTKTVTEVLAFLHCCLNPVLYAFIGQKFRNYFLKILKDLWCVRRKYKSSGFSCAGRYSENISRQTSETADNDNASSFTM
CXCR6 block = blocks human CXCR6 beta-arrestin recruitment; CHO-K1 PathHunter CXCR6 beta-arrestin, luminescence; O00574; AID 602244; 360,000 compounds, 0.36% hits; inhibition, % at 20 µM; in the data active = inhibition above about 34%, passing the limit was not always enough;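 note: antagonist mode with CXCL16 agonist at 10 nM final; 0% = 10 nM CXCL16 with DMSO and 100% = unstimulated wells without agonist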
Target sequence (O00574 whole entry, looked up): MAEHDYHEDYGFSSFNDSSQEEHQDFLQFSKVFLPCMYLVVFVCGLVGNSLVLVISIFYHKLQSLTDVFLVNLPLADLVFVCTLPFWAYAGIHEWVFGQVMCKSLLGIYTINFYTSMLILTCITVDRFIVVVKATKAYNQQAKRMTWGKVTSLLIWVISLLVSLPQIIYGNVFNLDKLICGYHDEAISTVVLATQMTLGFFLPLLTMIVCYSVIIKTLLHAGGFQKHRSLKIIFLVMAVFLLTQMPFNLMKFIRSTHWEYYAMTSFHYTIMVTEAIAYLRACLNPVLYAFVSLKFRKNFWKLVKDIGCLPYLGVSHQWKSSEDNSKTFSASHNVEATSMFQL
697 NFkB inh = inhibitors of the PMA/ionomycin-induced NF-kB reporter in 697 B cells. 697 B-cell NF-kB luciferase reporter, 16 h. inhibition, % at 4 µM. 330,000 compounds, 0.33% hits; in the data active = inhibition above about 35%
Gli-Sufu antag = antagonists of Gli-Sufu signaling. Sufu-KO-LIGHT fibroblasts, Gli luciferase reporter luminescence. inhibition, % at 5 µM. 340,000 compounds, 0.74% hits;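 active = inhibition above about 55%, limit read from the data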;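 note: 0% = DMSO-treated cells and 100% = wells with medium but no cells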
UBC13 polyUb = blocks human UBC13 polyubiquitin chain formation; TR-FRET; 330,000 compounds, 0.47% hits; AID 485273; inhibition, % at 20 µM; P61088; in the data active = inhibition above about 45%, passing the limit was not always enough
Target sequence (P61088 whole entry, looked up): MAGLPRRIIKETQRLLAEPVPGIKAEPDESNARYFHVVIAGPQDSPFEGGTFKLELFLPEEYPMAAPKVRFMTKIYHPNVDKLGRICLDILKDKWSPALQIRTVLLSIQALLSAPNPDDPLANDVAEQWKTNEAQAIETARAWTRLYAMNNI
EBI2 block = EBI2 (human) antagonism. P32249. EBI2 beta-arrestin recruitment, luminescence, 7a,25-OHC stimulated. inhibition, % at 5 µM. 360,000 compounds, 0.81% hits; in the data active = inhibition above about 38%;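 note: enzyme fragment complementation signal reports receptor beta-arrestin coupling in cells; 0% = agonist plus DMSO wells and 100% = wells without agonist; some results beyond the cut were filed as inactive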
APJ antagonist = APJ receptor antagonism; 330,000 compounds, 0.32% hits; CHO-K1 APJ beta-arrestin complementation, luminescence; inhibition, % at 20 µM; P35414; AID 2521;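 active = inhibition above about 40% at 20 µM, limit read from the data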;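 note: cells challenged with 10 nM apelin-13 agonist together with compound; plate controls were apelin-13 plus DMSO wells for no effect and DMSO wells lacking apelin-13 for full effect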
Jurkat NFkB inh = lowers PMA/ionomycin-induced NF-kB signal in Jurkat cells; PMA/ionomycin-induced NF-kB luciferase reporter, luminescence; inhibition, % at 4 µM; 330,000 compounds, 0.53% hits; in the data active = inhibition above about 50%
Numbers without * were called inactive; . = no result given.

SMILES	CCR6 antagonist	CXCR6 block	697 NFkB inh	Gli-Sufu antag	UBC13 polyUb	EBI2 block	APJ antagonist	Jurkat NFkB inh
CCOCCCNC(=O)C1(O)c2ccccc2NC(=O)N1c1ccc(Cl)cc1 (stereo unspecified)	8	4	-9	-7	2	-3	-10	-14
COc1ccccc1C(=O)NC(=O)COC(=O)CN1C(=O)NC(C)(C)C1=O	3	-2	14	23	-14	0	10	-9
Cc1ccc(-c2nc3cccnc3s2)cc1NS(=O)(=O)c1cccs1	8	-5	0	-8	2	0	14	-14
Cc1ccc2nc(NC(=O)c3ccc(S(=O)(=O)N4CCCc5ccccc54)cc3)sc2c1	18	-1	-10	30	-11	30	19	4
CCN(CC)CCN1C(=O)C(=O)/C(=C(/O)c2ccc(OC(C)C)cc2)C1c1cccs1 (stereo unspecified)	13	-6	-7	0	-20	1	-13	-34
COC(=O)c1cc(NC(=O)C2CCCN(S(=O)(=O)c3c(C)n[nH]c3C)C2)cc(C(=O)OC)c1 (stereo unspecified)	.	.	19	.	-8	.	-18	-7
CN(C)S(=O)(=O)c1cccc(C(=O)Nc2ccccc2[N+](=O)[O-])c1	-3	2	-12	5	4	-8	-15	3
CN1CCC(N(C)C(=O)c2cc(S(=O)(=O)N(C)c3ccccc3)ccc2Cl)CC1	3	5	13	.	6	4	6	5
O=[N+]([O-])c1ccccc1N/N=C/c1cc2ccccc2nc1Cl	14	7	-11	-32	-85	22	-1	-33
COc1ccc(C(=O)N2CC(=O)Nc3ccc(F)cc3C2c2ccccc2)cc1 (stereo unspecified)	12	3	.	67*	.	3	.	.
COCCn1c(SCC(=O)Nc2cccnc2Cl)nc2ccccc2c1=O	13	-2	2	2	9	-1	15	1
O=C(Nc1nnc(-c2ccncc2)s1)C1CCCO1 (stereo unspecified)	-14	1	5	-9	4	-12	-21	9
OCC1(CCc2ccccc2)CCCN(CCCc2ccccc2)C1 (stereo unspecified)	8	11	13	24	10	-2	1	11
O=C(Cc1n[nH]c(=O)c2ccccc12)Nc1cc(C(F)(F)F)ccc1-n1cncn1	-4	-15	11	-6	0	-3	-1	0
CCC(C)Sc1nc2c(cnn2-c2ccccc2)c(=O)[nH]1 (stereo unspecified)	2	3	7	0	-11	3	-7	15
CCOc1ccc(NC(=O)COC(=O)c2c(OC)cccc2OC)cc1	-2	-4	-3	-1	-3	-11	9	2
N/C(=N\OC(=O)Cc1cccs1)c1ccc(Br)cc1	3	8	-33	-29	0	13	3	-33
CC(C)(C)c1nnc2sc(SC/C(O)=C(\C#N)c3nc4ccccc4[nH]3)nn2c1=O	5	-1	8	10	-8	-1	7	10
O=C(O)Cn1c(COc2ccc(Cl)cc2)nc2ccccc21	-7	2	1	-15	1	0	4	-10
Cc1noc(C(=O)N2CCN(c3ccccc3)CC2)c1Cl	-6	2	-8	4	6	-3	-8	-8
O=C(O)CCNC(=O)c1ccc(N=Nc2ccc(O)c(C(=O)O)c2)cc1	.	.	20	.	-7	.	18	4
Fc1cccc(NC(=S)NCc2ccc(Cl)cc2)c1	-5	-15	-18	-3	-20	-2	-2	-1
O=C(NCCc1ccc(O)c(O)c1)C1COc2ccccc2O1 (stereo unspecified)	1	0	-6	-5	-2	4	-1	-2
CC(=O)NC1(c2cccc(F)c2)CCN(C(=O)Nc2ccc(C#N)cc2)CC1	-8	-10	10	3	-2	-4	7	7
O=C(NCc1ccc2c(c1)OCO2)C(=O)NCC1OCCN1S(=O)(=O)c1ccc(Cl)cc1 (stereo unspecified)	10	3	-12	1	-8	-4	1	-5

An excerpt of these results, with bars between the fields:
smiles | CCR6 antagonist | CXCR6 block | 697 NFkB inh | Gli-Sufu antag | UBC13 polyUb | EBI2 block | APJ antagonist | Jurkat NFkB inh
COc1ccc(C(=O)N2CC(=O)Nc3ccc(F)cc3C2c2ccccc2)cc1 (stereo unspecified) | 12 | 3 | . | 67* | . | 3 | . | .
CCC(C)Sc1nc2c(cnn2-c2ccccc2)c(=O)[nH]1 (stereo unspecified) | 2 | 3 | 7 | 0 | -11 | 3 | -7 | 15
O=C(O)Cn1c(COc2ccc(Cl)cc2)nc2ccccc21 | -7 | 2 | 1 | -15 | 1 | 0 | 4 | -10
Cc1ccc2nc(NC(=O)c3ccc(S(=O)(=O)N4CCCc5ccccc54)cc3)sc2c1 | 18 | -1 | -10 | 30 | -11 | 30 | 19 | 4
CC(=O)NC1(c2cccc(F)c2)CCN(C(=O)Nc2ccc(C#N)cc2)CC1 | -8 | -10 | 10 | 3 | -2 | -4 | 7 | 7
O=C(NCc1ccc2c(c1)OCO2)C(=O)NCC1OCCN1S(=O)(=O)c1ccc(Cl)cc1 (stereo unspecified) | 10 | 3 | -12 | 1 | -8 | -4 | 1 | -5
COc1ccccc1C(=O)NC(=O)COC(=O)CN1C(=O)NC(C)(C)C1=O | 3 | -2 | 14 | 23 | -14 | 0 | 10 | -9

Other records follow.
SMILES	CCR6 antagonist	CXCR6 block	697 NFkB inh	Gli-Sufu antag	UBC13 polyUb	EBI2 block	APJ antagonist	Jurkat NFkB inh
Cc1[nH]c2ccccc2c1C(=O)COC(=O)c1ccc([N+](=O)[O-])s1	6	-3	14	-8	-4	6	-59	5
O=C(O)CN1C(=O)NC2(CCc3ccccc32)C1=O (stereo unspecified)	11	0	-5	-10	0	7	9	7
COC(=O)c1ccc(CNC(=O)c2ccc3c(c2)NC(=O)CS3)cc1	2	-4	-8	-1	-2	-3	2	-1
O=C(CSc1nccn1-c1ccccc1)NO	12	2	11	2	19	-5	11	1
COc1ccc(-n2c(SCC(=O)N(C)C3CCS(=O)(=O)C3)nc3ccc(O)cc3c2=O)cc1OC (stereo unspecified)	8	-4	5	1	7	-3	-3	2
COc1ccc(NC(C)=O)cc1NC(=O)C1CCN(C(=O)Nc2ccccc2)CC1	6	0	33	-2	-1	-12	9	7
CC12CCC(=O)CC1CCC1C2CCC2(C)C1CCC2(O)C(=O)CO (stereo unspecified)	4	9	.	7	.	-4	.	.
CC(C)(Cc1ccc(O)cc1)NC(=O)CC(=O)N/N=C/c1ccc(Cl)cc1	-7	-2	-25	0	-11	3	-20	13
COc1cccc(OCC(=O)Nc2c3c(nn2-c2ccc(F)cc2)CS(=O)(=O)C3)c1	15	11	-3	2	-7	9	-3	13
CC(C)C[C@H]1COCCS(=O)(=O)N1Cc1ccccc1F	20	-2	11	-6	8	0	-41	-2
CCOc1ccc(Br)cc1S(=O)(=O)Nc1ccc(NC(=O)c2ccccc2F)cc1	2	-1	-14	-1	-5	19	-9	0
CN(C)Cc1c(C(=O)N/N=C/c2ccc(OCc3c(F)cccc3Cl)cc2)nnn1-c1nonc1N	-3	4	-72	-11	-14	8	-13	-15
CCCn1c(NCCO)nc2ccccc21	0	-9	8	1	1	-3	10	4
O=C(O)COc1ccc(/C=N/NC(=O)c2cn(-c3ccccc3)nc2-c2ccccc2)cc1	12	6	6	2	-3	-7	5	13
CN(C)N1C(=O)/C(=C/c2ccco2)SC1=Nc1ccccc1	5	-18	9	1	-6	10	1	20
c1ccc2c(c1)oc1c(NCCN3CCOCC3)ncnc12	-14	1	10	-3	6	-5	20	-6
O=C(COC(=O)CNS(=O)(=O)c1ccc(Br)cc1Cl)NC1CC1	-10	2	-27	-3	-2	-3	20	0
CC(=O)Nc1c2c(nn1-c1cccc(C)c1)CSC2	9	1	13	4	2	-7	1	6
Cc1nn(C)c(C)c1S(=O)(=O)N(CC(=O)NCCCN1CCC(C)CC1)c1ccc(C(C)C)cc1	13	6	-23	16	-1	5	1	-8
COc1ccnc2c1c(=O)n(Cc1ccc(Cl)cc1Cl)c(=O)n2C	8	-8	-1	9	36	5	19	7
O=C(Cc1cccc2ccccc12)NCC1CCCO1 (stereo unspecified)	-9	-7	4	1	2	-10	-2	-1
Cc1ccc(N(CC(=O)NCc2ccccc2)C(=O)CCC(=O)Nc2ccccn2)c(C)c1	9	6	5	0	7	8	11	16
O=c1oc2ccccc2c2c1ccc1ccccc12	8	-3	8	11	.	-4	.	.
Cc1ccccc1N(C(=O)c1snc(C(N)=O)c1N)C(C)C(=O)NC1CCCCC1 (stereo unspecified)	5	3	14	1	24	5	13	0
CCn1c(C)nc2cc(-c3nc4n(n3)Cc3ccccc3-4)ccc21	4	-26	70*	87*	-3	-3	-32	91*

Compounds from the list above that have a cyano group, in the order listed:
SMILES	CCR6 antagonist	CXCR6 block	697 NFkB inh	Gli-Sufu antag	UBC13 polyUb	EBI2 block	APJ antagonist	Jurkat NFkB inh
CC(C)(C)c1nnc2sc(SC/C(O)=C(\C#N)c3nc4ccccc4[nH]3)nn2c1=O	5	-1	8	10	-8	-1	7	10
CC(=O)NC1(c2cccc(F)c2)CCN(C(=O)Nc2ccc(C#N)cc2)CC1	-8	-10	10	3	-2	-4	7	7

The list goes on.
SMILES	CCR6 antagonist	CXCR6 block	697 NFkB inh	Gli-Sufu antag	UBC13 polyUb	EBI2 block	APJ antagonist	Jurkat NFkB inh
COc1ccccc1NC(=O)c1ccc(CSc2ccccc2)o1	9	-10	4	-3	5	-9	14	10
CC(SCc1ccc(C(=O)O)o1)c1ccc(C(=O)O)o1 (stereo unspecified)	-10	2	-5	4	0	-1	11	7
C/C(=N/NC(=O)C1COc2ccccc2O1)c1ccc(Br)s1 (stereo unspecified)	12	9	-11	-3	-4	17	13	16
Cc1cccc(C)c1OCC(O)Cn1c2ccccc2c2ccccc21 (stereo unspecified)	-11	-13	-6	7	8	3	-24	-1
CC1(C)CC(=O)c2sc(NS(=O)(=O)c3ccc(Cl)cc3)nc2C1	9	-7	3	7	-6	3	16	3
OC(CNCC1COc2ccccc2O1)COCc1cccs1 (stereo unspecified)	7	6	11	6	4	-2	7	7
COc1ccc(Br)cc1/C=N/NC(=O)c1ccc2nc[nH]c2c1	-2	-5	-16	46	-14	-12	0	-16
Cc1cc(C)n2[nH]c(=O)c(N=Nc3ccc(S(N)(=O)=O)cc3)c2n1	16	18	19	1	-98	-6	16	-2
CC(=O)Nc1cccc(NC(=O)CS(=O)(=O)c2cn(CC(=O)N3CCOCC3)c3ccccc23)c1	-11	-1	18	-5	22	-3	11	9
Cc1ccc(-n2c(C)cc(/C=N/NC(N)=S)c2C)cc1	31	17	15	1	7	9	6	26
C=CC[n+]1c(-c2ccc(OC)c(OC)c2)csc1NNC(=O)Nc1ccccc1	-1	-6	1	47	10	11	-6	28
COc1ccc(NC(=O)C2CC(=O)NC3=C2C(=O)CC(C)(C)C3)cc1 (stereo unspecified)	-8	-4	17	1	2	-9	-5	-14
O=C(NCCOc1ccccc1)C1CCC(=O)N(CCc2ccccn2)C1 (stereo unspecified)	3	3	-26	-5	-5	-3	28	5
O=C(c1cccs1)c1ccccc1Cc1cccs1	18	1	.	-8	.	4	.	.
